# CHOP inh: inhibitors of CHOP promoter induction, primary screen, cell-based, unfolded protein response, luciferase reporter | 3.8% of 220,000 active | inhibition, % at 10 µM | CHO-K1 CHOP-promoter luciferase, tunicamycin-induced, 15-18 h;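 active means compounds that reduced the stress-induced luciferase reporter signal by more than about 70% of percent inhibition, limit read from the data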;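 further: 0% = tunicamycin plus vehicle and 100% = wells without tunicamycin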
# BaF3 parental: parental Ba/F3 cell viability inhibition, counter-screen for JAK2V617F inhibitor project, murine pro-B, CellTiter-Glo luminescence; 1.1% of 220,000 active; CellTiter-Glo ATP luminescence; inhibition, % at 5.6 µM; AID 1486, 2009;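 active means inhibition above a per-campaign cutoff, the mean inhibition of all tested compounds plus 3 SD, cut at about 27% in these data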;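 further: 0% = DMSO wells and 100% = JAK Inhibitor I control wells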
# PPC-1+TRAIL kill: compounds killing PPC-1 cancer cells with TRAIL present, primary screen, TRAIL potentiator project, ATPLite luminescence, uHTS. PPC-1 cells + TRAIL, ATPLite viability luminescence. cell killing (% activity), % at 4 µM. 0.41% of 220,000 active;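 active means cell killing above 50% in the first pass at 4 µM, then a duplicate retest at 5 µM averaging 50% or more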;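 further: plate controls were cells with TRAIL plus DMSO for no effect and medium-only wells lacking cells for full effect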
# RBBP9 inhibitor: human RBBP9 inhibitors, primary screen, biochemical, fluorescence polarization, FP-Rh probe, HTS; recombinant RBBP9; inhibition, % at 7.94 µM; 0.2% of 220,000 active; AID 1515, 2009;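 active means inhibition above the campaign mean of all tested compounds plus 3 SD, cut at about 14% in these data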;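 further: plate controls were DMSO wells with RBBP9 for no effect and wells lacking RBBP9 protein for full effect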
# Target sequence (O75884 whole entry, looked up): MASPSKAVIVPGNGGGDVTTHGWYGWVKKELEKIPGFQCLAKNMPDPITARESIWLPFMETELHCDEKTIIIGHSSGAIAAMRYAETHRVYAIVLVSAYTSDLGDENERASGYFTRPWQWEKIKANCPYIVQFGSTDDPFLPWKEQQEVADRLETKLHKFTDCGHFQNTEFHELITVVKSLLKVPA
#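 Assay system: recombinant human RBBP9; Reagent: Serine-hydrolase probe FP-Rh, 375 nM pre-mixing; Doses: 7.94 µM single dose, 0.794% DMSO; Incubation: 30 min then 45 min, 25 °C; Detection: fluorescence polarization (mP), excitation 525 nm, emission 598 nm; Evaluation: percent inhibition from mP, scaled between DMSO and no-protein wells.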
# TRPML3 agonist: human TRPML3 channel agonists, primary screen, cell-based, HEK293 TRPML3-YFP, Fluo-8 calcium fluorescence, 3 µM. 100% = the carbachol control signal. 0.29% of 220,000 active. activation, % at 3 µM. Mucolipin-3 (Homo sapiens), Q8TDD5;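 active means activation above its plate's cutoff, the mean activation of the plate's test wells plus 3 SD, cut at about 12% in these data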;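 further: 0% = DMSO only wells and 100% = carbachol wells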
# Target sequence (Q8TDD5 whole entry, looked up): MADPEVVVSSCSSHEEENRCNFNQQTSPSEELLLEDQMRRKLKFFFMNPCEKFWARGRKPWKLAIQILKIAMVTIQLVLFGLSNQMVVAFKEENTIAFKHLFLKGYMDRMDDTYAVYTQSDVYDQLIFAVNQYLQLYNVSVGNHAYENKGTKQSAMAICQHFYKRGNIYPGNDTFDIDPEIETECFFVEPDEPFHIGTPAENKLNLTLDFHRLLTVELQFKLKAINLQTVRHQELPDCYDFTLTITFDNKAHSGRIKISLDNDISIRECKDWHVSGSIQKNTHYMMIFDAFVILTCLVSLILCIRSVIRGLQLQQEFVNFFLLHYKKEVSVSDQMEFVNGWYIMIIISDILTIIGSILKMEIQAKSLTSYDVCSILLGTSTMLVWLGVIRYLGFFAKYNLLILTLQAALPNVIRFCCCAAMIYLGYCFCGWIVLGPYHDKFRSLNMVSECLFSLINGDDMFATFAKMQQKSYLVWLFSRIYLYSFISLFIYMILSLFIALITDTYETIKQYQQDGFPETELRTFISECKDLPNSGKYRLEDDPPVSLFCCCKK
#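 Material: HEK293 cells stably carrying human TRPML3-YFP; compound dosing: single dose, 3 µM final nominal compound, 0.3% DMSO final; incubation: 1-h 37 °C dye load, 5-s basal, 120-s post-compound reads; technique: Fluo-8 intracellular calcium fluorescence, excitation 470-495 nm, emission 515-575 nm; read-out basis: percent activation from peak-to-basal fluorescence ratio, scaled between DMSO and carbachol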
# zfTRPN1 agonist: zebrafish TRPN1 channel agonists, primary screen, cell-based, HEK293, calcium fluorescence | HEK293 zebrafish TRPN1-YFP, Fluo-8 calcium fluorescence; 100% = response to 87 µM carbachol | activation, % at 3 µM | 0.18% of 220,000 active;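 active means activation above its plate's cutoff, the mean activation of test wells on that plate plus 3 SD, cut at about 19% in these data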;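 further: 0% = DMSO alone and 100% = 87 µM carbachol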
#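 Material: zebrafish TRPN1-YFP in HEK293 cells; Doses: single test compound dose, 3 µM nominal, 0.3% DMSO; Timing: dye loading 1 h at 37 °C, then 30 min room temperature; Technique: intracellular calcium fluorescence with Fluo-8; Benchmarks: high carbachol 87 µM, low DMSO alone.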
# Ba/F3 V617F tox: reduced viability of JAK2V617F-dependent Ba/F3 cells, primary screen, JAK2V617F inhibitor project, cell-based, Ba/F3 EpoR-JAK2V617F, luminescence; ATP luminescence; inhibition, % at 5.6 µM; 1.1% of 220,000 active; AID 1446, 2008;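 active means inhibition above the campaign mean plus 3 SD over all tested compounds, cut at about 24% in these data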;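 further: cytokine-independent growth of Ba/F3 cells driven by EpoR plus mutant JAK2; 0% = DMSO-treated cells and 100% = JAK inhibitor I control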
# TNF necrop inh: inhibitors of TNF-alpha triggered necroptosis, primary screen, cell-based, Jurkat FADD-/-, single concentration; 0.068% of 220,000 active; Jurkat FADD-/- TNF necroptosis rescue, ATP luminescence, 24 h; 0 = TNF only, 100 = no-TNF cells; activation (protection from cell death), % at 10 µM;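 active means activation, meaning protection from cell death, of at least 50% relative to plate controls; inactive means activation below 50%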;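 further: necroptosis triggered by 40 ng/mL TNF-alpha added together with compound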
# Wee1 stabilizer: Wee1 degradation inhibitors, primary screen, cell-based, HeLa, Wee1K328M-luciferase, luminescence | reporter increase, % at 5 µM | HeLa Luc-Wee1K328M stability; 100% = proteasome inhibitor MG132 effect | 1.2% of 220,000 active;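 active means activation above the mean of all tested compounds plus 3 SD, set per screening run, cut at about 8.8% in these data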;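 further: cells exposed to compound for 20 h before luminescence read; 0% = DMSO alone and 100% = MG132 at 30 µM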
# An asterisk follows results filed as active; · = not tested or not shown.
SMILES,CHOP inh,BaF3 parental,PPC-1+TRAIL kill,RBBP9 inhibitor,TRPML3 agonist,zfTRPN1 agonist,Ba/F3 V617F tox,TNF necrop inh,Wee1 stabilizer
CCOc1ccc(NC(=O)Nc2cc(C(C)C)c(O)cc2C)cc1,-7,0,-1,0,0.8,0.3,-1,-1.9,4
Cc1cccc(C(=O)N/N=C/c2ccc(OCC(=O)N3CCCCC3)cc2)c1,-11,3,18,-7,0.2,0.4,2,-2.9,0
Cc1ccc(S(=O)(=O)NCc2ccc(C(=O)NCCCN3CCN(C)CC3)cc2)cc1,20,-3,-21,-5,0.8,-0.3,-4,1.6,-3
Cc1cc(NS(=O)(=O)Cc2ccccc2)cc(C)c1OCC(=O)N1CCOCC1,23,1,22,2,0.7,0.3,-2,-0.5,1
CCCCC(Nc1ncnc2ccccc12)C(=O)O (centres undefined),-7,4,-4,-4,1.9,5.0,-2,0.0,-1
COc1ccc(Cl)cc1NC(=O)CN(C)CC(=O)Nc1ccccc1-c1ccccc1,24,-3,12,-8,-2.1,-0.8,-3,0.0,-2
Cc1cc(C)c(NC(=O)CSc2nnc(-c3ccccn3)n2N)c(Cl)c1,9,-1,-20,-4,0.0,0.8,-4,0.2,1
Cc1ccc(C2CC(=O)NC(SCCC(C)C)=C2C#N)cc1 (centres undefined),43,1,22,-4,-1.1,-1.9,-3,0.5,-1
CCOC(=O)c1nc2cc3n(c(C)c-2c1C)C(C)C(CC)=C3C (centres undefined),·,3,·,-2,1.1,1.7,1,-1.2,-1
CCOC(=O)C1=C(C)OC(N)=C(C#N)C1c1ccoc1 (centres undefined),7,3,-37,-7,1.0,1.9,0,-1.5,-3
O=C(O)c1cccc(CSc2nc(-c3ccccc3)cc(C(F)(F)F)n2)c1,-7,4,19,-7,-0.1,0.3,1,0.9,2
Cc1cc(C)n2nc(C(=O)OCC(=O)Nc3ccc4c(c3)OC(F)(F)O4)nc2n1,28,6,1,-6,-0.1,-0.8,1,-0.2,2
CC(c1ccccc1)n1cc(C(=O)NCCCn2ccnc2)nn1 (centres undefined),8,3,-1,-12,1.1,0.7,-3,-0.4,-1
C=CCN(c1ccccc1)S(=O)(=O)c1ccc(Cl)c(C(=O)OCC(=O)c2[nH]c(C)c(C(C)=O)c2C)c1,44,7,29,-10,0.6,-1.9,0,1.4,0
Cc1ccc(S(=O)(=O)NCc2ccc(C(=O)N3CCc4ccccc4C3)cc2)cc1,19,9,0,-9,0.3,0.7,16,0.5,-2
Cc1ccc(C(=O)Nc2ccccc2C(=O)O)cc1NC(=O)COc1c(C)cccc1C,-19,3,13,-6,0.5,3.2,-1,1.2,-2
N#Cc1cnn2ccc(-c3cc(N4CCOCC4)ccc3[N+](=O)[O-])nc12,5,9,13,-3,-1.2,0.4,6,0.2,-3
COc1ccc(OC)c(NC(=S)NCc2ccco2)c1,·,4,·,-7,0.6,-0.7,-1,-7.8,3
CCN1CCN(c2nc3ccccc3nc2C(C#N)C(=O)OCc2ccccc2)CC1 (centres undefined),-19,1,-8,-7,0.3,0.1,-1,-18,-1
Cc1nc(NCc2ccco2)c2oc3ccccc3c2n1,60,2,3,7,0.1,1.8,-4,0.2,2
O=C(O)c1cccc(S(=O)(=O)Nc2ccc3c(c2)OCO3)c1,5,1,25,0,1.1,0.8,-1,-1.0,-1
Cc1cc(C)n(-c2nc3ccccc3c(=O)n2OCc2ccc(F)cc2)n1,-3,3,16,-6,-0.5,-0.3,0,-5.0,3
CC(C(=O)N1CCN(c2ccc([N+](=O)[O-])cc2)CC1)N1C(=O)C2CC=CCC2C1=O (centres undefined),6,13,2,0,1.6,1.8,1,2.4,-1
CCOC1OC(=O)C(Cl)=C1Nc1cc(C)ccc1C (centres undefined),-7,2,·,-5,-0.5,-2.0,5,-0.8,-1
COC(=O)c1ccccc1NC(=S)NC(=O)c1ccc2ccccc2c1,49,1,-4,-6,1.0,-0.7,-5,2.2,-2
COc1cccc(NC(=S)N2CCn3cccc3C2c2cccnc2)c1 (centres undefined),11,3,-14,-12,0.8,1.3,6,0.6,-2
NNC(=O)/C=C/c1ccc(Cl)cc1Cl,12,3,18,0,1.2,2.6,-2,2.3,-1
COc1ccc(C2Nc3ccccc3C(=O)N2c2ccccc2)cc1CSc1ccccn1 (centres undefined),-6,3,5,-6,-0.7,-1.3,-1,2.7,-1
O=C(Cc1c[nH]c2ccccc12)N/N=C/c1cccc(F)c1,13,2,15,-4,0.6,0.8,0,-3.2,-1
COc1nc(Oc2ccc(C(=O)O)cc2)nc(Oc2ccc(C(=O)O)cc2)n1,10,2,13,-5,1.0,0.7,1,-0.9,1
COCc1cc(C)nc(SCC(=O)Nc2cc3c(cc2C#N)OCO3)c1C#N,-35,0,19,-3,0.0,0.3,-2,0.7,-4
CCn1ncc(Cl)c1C(=O)Nc1ccncc1,2,1,12,-8,0.6,-0.3,-2,-4.4,-2
Cc1cc(NC(=O)CCSc2ccccc2)ccc1Br,-1,2,8,-8,-0.5,-1.2,-5,1.2,2
CCOC(=O)CSc1cc(CS(=O)(=O)c2ccccc2)nc(-c2ccccc2)n1,-17,2,14,-3,0.4,-1.1,-3,-2.9,-1
O=C(CCC(=O)N(CC(=O)NC1CCCCC1)Cc1cccs1)Nc1nccs1,35,-4,14,-1,0.2,0.0,2,-1.9,0
CCCC(NC(=O)CNC(=O)C(C)(C)C)C(=O)O (centres undefined),18,0,1,0,0.2,-0.5,-4,-0.6,0
CC(C)CCN(C(=O)CNC(=O)c1cccs1)C(C(=O)NC1CCCC1)c1ccncc1 (centres undefined),6,6,-8,-6,2.8,-0.3,0,-0.9,-1
CC(C)(C)c1cc(NC(=O)C2CCCO2)no1 (centres undefined),8,4,4,-2,1.3,2.3,-1,-0.4,2
CCOC(=O)Cc1csc(NC(NC(=O)OCC)(C(F)(F)F)C(F)(F)F)n1,25,3,20,-1,-0.4,-0.8,-4,2.2,-1
CCOc1c(CNCCN2CCOCC2)cccc1OC,7,0,10,-4,0.7,-0.4,-4,0.1,-4
O=c1[nH]nc(-c2ccccc2)c2ccccc12,-4,-4,20,1,0.9,0.5,3,0.1,4
O=[N+]([O-])c1ccc2[nH]c3c(c2c1)CCCC3O (centres undefined),15,7,-7,0,0.4,-1.2,1,-0.3,0
O=C(Nc1ccc(Br)cc1F)c1ccncc1,27,3,10,-7,-0.5,1.2,0,-8.1,0
CC(C)N1C(=S)SC2CS(=O)(=O)C=C21 (centres undefined),6,4,16,-3,0.8,-0.2,1,-11,-1
CCC(c1nnnn1C(C)(C)C)N1CCN(c2cc(Cl)ccc2C)CC1 (centres undefined),60,5,2,-7,0.4,-2.5,1,-6.3,-2
O=C1CCCC2=C1C(c1ccccc1)CC(=O)N2c1ccccc1 (centres undefined),-28,4,4,0,-1.4,0.0,-3,-0.9,-2
O=C(NNc1c(Cl)cncc1Cl)c1sccc1Cl,17,-2,6,-8,0.5,0.7,0,2.7,1
Cn1c(NCCCO)nc2c1c(=O)n(Cc1ccccc1F)c(=O)n2C,14,3,2,-1,-0.4,-0.1,-1,-1.9,-1
N#Cc1c(/N=C/c2cccs2)sc2c1CCCCC2,36,3,-8,3,-0.3,-0.6,1,-1.2,-2
O=C(O)/C=C/C(=O)N(Cc1ccc2c(c1)OCO2)C1CC(=O)N(CCc2ccccc2)C1=O (centres undefined),3,8,13,-5,1.9,1.2,0,1.3,-3
COC(=O)c1ccccc1NC(=O)Nc1ccc2c(c1)OCO2,-37,5,18,2,0.3,1.6,-2,-0.3,4
CC(C)C(=O)c1cn(CC(=O)NCC2CCCO2)c2ccccc12 (centres undefined),8,3,-14,-1,-0.2,0.2,-4,0.7,8
O=C1/C(=C/Nc2cccc([N+](=O)[O-])c2)CCc2ccccc21,42,9,-2,-7,-0.6,-3.3,1,1.4,2
CCCCNC(=O)CCCCC(=O)N/N=C/c1ccccc1Cl,-37,7,25,-6,0.2,-1.3,-1,0.4,-1
Cc1c(C(=O)N2c3ccccc3Sc3ccccc32)cccc1[N+](=O)[O-],35,9,14,-4,0.0,0.8,5,2.4,-5
Cc1c(NC(=O)CN2CCCC(C)C2)ccc2nsnc12 (centres undefined),8,3,-12,-3,-0.1,-0.6,3,1.3,-1
O=C(NN=C(Cc1ccccc1)Cc1ccccc1)C1CC1,8,11,-9,3,1.2,-0.7,3,2.6,-2
NS(=O)(=O)c1ccc(NC(=O)COC(=O)c2ccc3c(c2)OCCO3)cc1,-2,5,8,-5,0.2,1.7,0,-0.9,-3
Cc1nnc(NC(=O)CSc2ncc(-c3ccccc3)[nH]2)s1,-10,3,7,-4,-0.5,0.6,2,-2.3,-1
CCCCNS(=O)(=O)c1ccc2nc(-c3cccnc3)cc(C(=O)NC3CCCC3)c2c1,102*,-6,16,-6,0.3,0.3,1,0.2,-2

# Next section (three carried over from the part before).
SMILES,CHOP inh,BaF3 parental,PPC-1+TRAIL kill,RBBP9 inhibitor,TRPML3 agonist,zfTRPN1 agonist,Ba/F3 V617F tox,TNF necrop inh,Wee1 stabilizer
NS(=O)(=O)c1ccc(NC(=O)COC(=O)c2ccc3c(c2)OCCO3)cc1,-2,5,8,-5,0.2,1.7,0,-0.9,-3
Cc1nnc(NC(=O)CSc2ncc(-c3ccccc3)[nH]2)s1,-10,3,7,-4,-0.5,0.6,2,-2.3,-1
CCCCNS(=O)(=O)c1ccc2nc(-c3cccnc3)cc(C(=O)NC3CCCC3)c2c1,102*,-6,16,-6,0.3,0.3,1,0.2,-2
CCOC(=O)/C(N=Nc1ccc(Cl)cc1)=C(/O)c1ccc([N+](=O)[O-])cc1,86*,1,28,-3,0.5,-0.7,-2,1.0,0
COc1ccc(CNCCNC(=O)c2cccs2)cc1OC,11,9,18,-8,0.8,0.1,0,0.9,3
COc1cc(C=O)c(Br)cc1OCC(=O)NCCc1ccccc1,7,4,3,0,0.1,-0.8,-2,-0.1,-1
C=C(C)c1cccc(C(C)(C)NC(=O)NCc2cccnc2)c1,11,3,6,-6,-0.4,0.2,-4,0.8,-1

# Screening results deposited in PubChem BioAssay by several laboratories.
